# 5HT1a antag = human 5-HT1a receptor antagonists, primary screen, cell-based, CHO, Ga15 NFAT-bla reporter; 62,000 tested, 0.68% active; inhibition, % at 10 µM; CHO 5-HT1a Ga15 NFAT-bla reporter, antagonist mode;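 active means inhibition above the mean of all tested compounds plus 3 SD, cut at about 43% in these data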;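 further: receptor stimulated by 5-CT agonist at 100 nM near EC80; beta-lactamase reporter measured by ratiometric fluorescence of a cleavable substrate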
# Target sequence (P08908 whole entry, looked up): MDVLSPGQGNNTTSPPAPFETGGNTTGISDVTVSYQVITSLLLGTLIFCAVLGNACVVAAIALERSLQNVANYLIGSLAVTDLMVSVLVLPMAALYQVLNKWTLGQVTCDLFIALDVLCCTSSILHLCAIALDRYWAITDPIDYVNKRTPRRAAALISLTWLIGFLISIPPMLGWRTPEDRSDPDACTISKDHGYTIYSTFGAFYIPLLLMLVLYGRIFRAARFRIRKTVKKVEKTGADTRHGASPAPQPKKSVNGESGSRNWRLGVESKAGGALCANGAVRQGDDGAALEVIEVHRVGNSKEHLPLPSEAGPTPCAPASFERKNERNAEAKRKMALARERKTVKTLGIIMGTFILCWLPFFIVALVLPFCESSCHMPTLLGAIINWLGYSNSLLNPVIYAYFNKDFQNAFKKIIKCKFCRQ
# SF-1 act = activators of human SF-1, primary screen, cell-based, CHO-K1, Gal4-SF-1 LBD, luciferase luminescence | Steroidogenic factor 1 (Homo sapiens), Q13285 | CHO-K1 Gal4-SF-1 LBD luciferase reporter; % increase over DMSO SF-1-specific signal | activation, % at 10 µM | 65,000 tested, 1.9% active | AID 522, 2006;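 active means activation above the mean activation of all tested compounds plus 3 SD, cut at about 50% in these data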
# Target sequence (Q13285 whole entry, looked up, the tested form may be a part): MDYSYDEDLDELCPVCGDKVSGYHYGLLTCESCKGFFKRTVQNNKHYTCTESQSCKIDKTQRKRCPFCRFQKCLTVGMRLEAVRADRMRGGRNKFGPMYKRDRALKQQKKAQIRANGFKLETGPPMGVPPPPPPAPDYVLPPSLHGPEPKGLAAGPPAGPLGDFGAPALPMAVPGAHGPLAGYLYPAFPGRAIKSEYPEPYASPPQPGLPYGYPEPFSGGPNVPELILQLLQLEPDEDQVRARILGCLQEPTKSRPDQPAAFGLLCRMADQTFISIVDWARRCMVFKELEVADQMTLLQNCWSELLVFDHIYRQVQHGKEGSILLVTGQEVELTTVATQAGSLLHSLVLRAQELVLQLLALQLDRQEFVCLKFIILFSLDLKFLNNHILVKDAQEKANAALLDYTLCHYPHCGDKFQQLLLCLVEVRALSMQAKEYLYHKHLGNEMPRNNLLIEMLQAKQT
#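 Test system: CHO-K1 cells with Gal4–hSF-1 LBD chimera plus Gal4-driven luciferase; Input: 4,000 cells/well; Compound: 10 µM only; Times: 20 h compound treatment, 37 °C; Measured by: steady-glow luciferase luminescence, read after 15 min reagent incubation; Measure: percent activation versus DMSO; Control set: DMSO and mock-transfected background; Replicates: one test per compound.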
# MMP-13 inhibitor = human MMP13 inhibitors, primary screen, biochemical, FRET peptide cleavage | MMP-13 fTHP FRET cleavage, Mca fluorescence | inhibition, % at 4 µM | 65,000 tested, 0.07% active;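 active means inhibition above the mean of compound-free control plate wells plus 3 SD, cut at about 14% in these data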;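 further: 0% = DMSO wells and 100% = wells with reference MMP-13 inhibitor after basal subtraction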
# NADH enzymes = inhibitors of PK/LDH coupling enzymes, profiling panel, artefact control, biochemical, MLSMR library; AID 774, 2007; 65,000 tested, 0.02% active; IC50, µM (doses to about 10 µM), inactives show at the highest dose inhibition; coupled PK/LDH NADH assays, four targets;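 active means single-dose screening hits from any of four coupled enzyme assays that gave an IC50 when retested across doses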;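 further: the DPM-DC format reads NADH fluorescence rather than 340 nm absorbance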
# RORa activator = activators of orphan receptor RORA, primary screen, cell-based, luminescence. Nuclear receptor ROR-alpha (Homo sapiens), P35398. CHO-K1 Gal4-RORA LBD luciferase reporter; percent increase over mock-subtracted basal signal. activation, % at 10 µM. 65,000 tested, 1.5% active. AID 560, 2006;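 active means activation above the mean of all tested compounds plus 3 SD, cut at about 49% in these data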;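 further: 0% = DMSO-treated RORA cells and 100% = added signal equal to DMSO minus mock-transfected cells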
# 5HT1E antag = 5-HT1E receptor antagonists, primary screen, cell-based, HTS; 5-hydroxytryptamine receptor 1E (Homo sapiens), P28566; CHO 5-HT1E Ga15 NFAT-bla reporter, FRET, antagonist; inhibition, % at 6 µM; 65,000 tested, 0.99% active;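 active means inhibition above a set limit, the mean inhibition across every tested compound plus 3 SD, cut at about 29% in these data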;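 further: signal is the 460 over 535 nm emission ratio of beta-lactamase substrate; 0% = agonist plus DMSO wells and 100% = wells without agonist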
# HTR1E agonist = 5-HT1E receptor agonists, primary screen, cell-based, HTS; activation, % at 6 µM; 65,000 tested, 0.69% active; 5-hydroxytryptamine receptor 1E (Homo sapiens), P28566; CHO 5-HT1E Ga15 NFAT-bla reporter, FRET; 0% DMSO wells, 100% control agonist wells;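 active means activation above a set limit, the screen-wide mean activation plus 3 SD, cut at about 8.5% in these data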;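 further: 100% = positive control agonist at 1 µM giving full maximal response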
# 5HT1a ag = human 5-HT1a receptor agonists, primary screen, cell-based, CHO, Ga15 NFAT-bla reporter; CHO 5-HT1a Ga15 NFAT-bla reporter, FRET ratio; 0% basal, 100% maximal reference agonist; activation, % at 10 µM; 65,000 tested, 0.56% active; AID 567, 2006;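 active means activation above the screen-wide mean activation plus 3 SD, cut at about 19% in these data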;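 further: 0% = DMSO wells and 100% = 5-CT at EC100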
# Ecoli tolC = growth inhibitors of E. coli tolC mutant, primary screen, strain BW25113 ΔtolC::kan, 384-well | OD615 | growth inhibition, % at 10 µM (by protocol) | 65,000 tested, 2.2% active | AID 573, 2007;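 active means growth inhibition at or above a cutoff equal to the mean over every tested compound plus 3 SD, cut at about 60% in these data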;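 further: growth measured after 20 h incubation at 37 °C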
#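 Test system: E. coli BW25113 ΔtolC::kan bacteria; incubation: 37 °C, 20 h exposure; medium: LB broth supplemented with 50 µg/mL kanamycin; read-out basis: percent growth inhibition; signal: A615 absorbance measurement; compound: 10 µM final, single dose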
# * marks the source's active call; other numbers are inactive results; / = no result given; [ ] = another dose, or the depositor's remark.
SMILES,5HT1a antag,SF-1 act,MMP-13 inhibitor,NADH enzymes,RORa activator,5HT1E antag,HTR1E agonist,5HT1a ag,Ecoli tolC
O=C(CN(Cc1ccc(F)cc1)S(=O)(=O)c1ccccc1)N1CCCCC1,5,11,-3,7%,-15,14,0.1,0.2,6
Cc1ccc(C(=O)NC(C)(COc2nonc2C)COc2nonc2C)cc1,11,-13,2,3%,19,-5,-1.3,-2.8,4
CC(C)(C)NC(=O)C(c1ccco1)N(C(=O)Cn1nnc(-c2ccc(F)cc2)n1)c1ccccc1F (centres undefined),1,-8,4,3%,15,0,0.9,3.3,71*
COc1cc(C(=O)CSc2nncn2C)cc(OC)c1OC,0,-5,8,6%,-2,4,-0.1,-2.0,-2
N#CC(C(=O)O)=C1CCCC1,1,26,6,6%,-7,0,-0.4,-4.1,-25
Cc1onc(-c2ccccc2Cl)c1C(=O)N1CCN=C1SCc1cccnc1,2,-15,3,8%,-2,0,0.3,1.8,8
CCOc1ccc(C2N(c3ccc(F)cc3)C(=O)C3CCCN32)cc1OC (centres undefined),13,7,5,6%,-3,1,0.2,-4.0,-14
COc1ccc(-c2nnn(CC(=O)N(C3CCCCC3)C(C)C(=O)NC3CCCC3)n2)cc1OC (centres undefined),6,0,-2,6%,20,2,-0.5,3.1,-12
C/C=C/c1ccc(OCCCN2C(=O)NC(C)(C)C2=O)c(OC)c1,4,5,0,10%,10,-7,0.2,-2.2,4
COc1cccc(-c2nc(CS(=O)(=O)CC(=O)N3CCN(C)CC3)c(C)o2)c1,-12,7,2,1%,-5,-2,0.7,0.0,10
CCOC(=O)N1CCC(NC(=O)CCc2cn(C)c3ccccc23)CC1,3,-4,-5,14%,13,4,1.1,-2.5,-3
Cc1ccc2[nH]c3c(NCCN4CCOCC4)ncnc3c2c1,/,21,-10,6%,2,15,-0.4,-0.5,12
CCc1nc(N2CCOCC2)c(C#N)c2c1COC(C)(C)C2,-5,-10,-69[fluorescence artefact?],13%[fluoresces],-1,2,0.5,-2.3,9
COc1ccc(C(=O)/C=C/Nc2c(C)n(C)n(-c3ccccc3)c2=O)cc1OC,10,12,3,0%,-17,8,0.4,-2.0,-6
CCC(C)NC(=O)N[C@@H](CCSC)C(=O)O (some centres undefined),-12,-31,2,3%,7,-2,2.2,-1.6,-25
NC(=O)C1CCCN(S(=O)(=O)c2ccccc2)C1 (centres undefined),-6,17,6,4%,-16,7,-0.3,1.8,-3
CCOC(=O)c1sc(=NC(=O)c2ccc(S(=O)(=O)N3CC(C)OC(C)C3)cc2)n(C)c1C (centres undefined),-1,7,1,9%,-14,-11,0.0,-4.5,-22
N#Cc1c(N)[nH]c(=S)c(C#N)c1-c1ccccc1,5,-2,-10,3%,-3,-12,-0.7,-2.7,7
O=C(CSc1nnc(-c2cnccn2)n1Cc1ccco1)c1ccc(Cl)cc1,3,-11,1,3%,2,3,1.6,-1.7,13
O=C(NC1CC2CCC1C2)C1CCN(S(=O)(=O)c2ccc(-c3nn[nH]n3)cc2)CC1 (centres undefined),4,-3,-3,4%,-9,-3,0.3,-1.2,-20
COc1nc2ccc(C)cc2cc1-c1noc(-c2cccnc2)n1,-11,2,-4,4%,3,0,1.0,3.6,-4
COc1cc(NC(=O)c2cc(-c3cccc(O)c3)on2)cc(OC)c1OC,-15,13,2,4%,-1,-8,1.0,0.9,-7
CC1Cc2ccccc2N1C(=O)CSc1nnc2n1C(C)(C)Cc1ccccc1-2 (centres undefined),-21,-22,-2,4%,14,-11,1.5,0.7,23
Cc1cccc(-n2ccnc2SCC(=O)Nc2nccs2)c1,2,60*,0,4%,-13,-3,0.3,-4.3,1
CCOC(=O)Cc1csc(NC(=O)c2c(O)c3ccccc3n(C)c2=O)n1,7,-11,0,6%,8,-2,-0.4,-1.5,-2
O=S(=O)(NCc1ccc2c(c1)OCO2)c1cccc2cccnc12,11,-8,2,0%,-6,7,0.0,-1.6,0
CCCCc1ccc(S(=O)(=O)NCCc2ccncc2)cc1,0,-10,2,8%,-7,8,1.1,0.6,25
COc1ccccc1NS(=O)(=O)c1ccc2oc(SC3CCOC3=O)nc2c1 (centres undefined),2,-8,2,5%,8,-1,0.3,-1.3,4
Cc1noc(C)c1S(=O)(=O)N(CC(=O)N1CCc2ccccc21)c1ccc(C(C)C)cc1,5,9,3,2%,-16,4,1.3,2.0,3
COc1cccc(NC(=O)CSc2nnc(C)s2)c1,3,6,4,6%,7,-4,-0.6,-1.0,-13
Cc1noc(C)c1S(=O)(=O)N1CCC(C(=O)N2CCN(c3ccc(F)cc3)CC2)CC1,-5,-22,3,2%,1,1,0.9,2.2,11
CC(=O)Nc1ccc(NC(=O)c2oc3cc(C)c(C)cc3c2C)cc1,-5,2,4,3%,-10,-1,0.2,-2.2,5
COc1cc(OC)cc(-c2nc3nc(C)c(CCC(=O)NCc4ccco4)c(C)n3n2)c1,8,25,-11,8%,4,0,0.2,1.7,-3
O=C(CC1(O)C(=O)Nc2ccccc21)c1ccccc1 (centres undefined),8,14,4,8%,14,6,0.5,2.8,-2
N#CCCCSc1nnc(-c2ccccn2)o1,-8,-6,-9,10%,29,1,1.4,-3.0,-18
Cc1cc(C)cc(NC(=O)c2nnn(Cc3cc(C)ccc3C)c2N)c1,35,-3,8,1%,10,8,0.1,2.1,32
CCNC(=O)c1c(O)c2cccc3c2n(c1=O)CC3,-14,14,-13,7%,2,1,0.6,2.4,4
N#CC1=C(N)N(c2ccc(Oc3ccccc3)cc2)C(=O)C1,-20,1,1,3%,-9,-6,0.5,-0.5,14
COc1ccccc1NC(=O)c1cnc2n(c1=O)CCS2,-12,29,1,4%,26,-13,0.5,1.0,-16
COc1ccccc1-c1noc(-c2ccccc2C(=O)Nc2ccccc2)n1,19,14,-2,3%,4,-6,-0.1,0.9,-23
O=C(Cn1cc(C(=O)c2ccco2)c2ccccc21)NC1CCCC1,-8,-7,-1,9%,-1,-2,-0.6,-2.9,8
COc1ccc(C(C)=O)cc1COC(=O)c1ccc2c(c1)OCO2,23,11,-78,7%,7,3,-0.6,-2.0,2
CCOC(=O)c1ccc(NC(=O)N2CCN(Cc3cccc(F)c3)CC2)cc1,-14,18,-2,2%,20,-8,-0.8,-3.0,17
CCOc1ccc(-c2nnc(NC(=O)c3ccc(OCC(C)C)c(OC)c3)o2)cc1,1,8,0,7%[fluoresces],24,-3,1.2,0.5,100*
CN1C(=O)c2ccc(C(=O)NC3CCCCC3)cc2C1=O,-11,6,5,2%,-8,-3,-0.5,-3.9,-27
CCN1CCN(C(=O)CSCc2nc(-c3ccc(OC)c(OC)c3)oc2C)CC1,-4,1,-18,4%,0,-3,1.0,-0.9,-7
Cc1sc(NC(=O)CSc2nnc(-c3ccccc3)o2)c(C#N)c1C,6,7,4,6%,4,1,0.1,0.2,7
Cc1cc(C)n(C(=O)CNC(=O)C2COc3ccccc3O2)n1 (centres undefined),/,0,0,3%,-17,5,-0.2,-3.3,-1
CCCn1nnnc1SCC(=O)Nc1nnc(CC)s1,1,7,-2,1%,-2,-6,0.3,1.8,-4
Cc1cc(C)nc(N2CCC(C(=O)NCc3cccs3)CC2)n1,-3,-9,-6,6%,7,-5,2.2,2.1,2

# Exported with values under each structure: 15 of the compounds above
# Under each structure: 5HT1a antag	SF-1 act	MMP-13 inhibitor	NADH enzymes	RORa activator	5HT1E antag	HTR1E agonist	5HT1a ag	Ecoli tolC
- COc1cc(OC)cc(-c2nc3nc(C)c(CCC(=O)NCc4ccco4)c(C)n3n2)c1
 : 8	25	-11	8%	4	0	0.2	1.7	-3
- O=C(CC1(O)C(=O)Nc2ccccc21)c1ccccc1 (centres undefined)
 : 8	14	4	8%	14	6	0.5	2.8	-2
- N#CCCCSc1nnc(-c2ccccn2)o1
 : -8	-6	-9	10%	29	1	1.4	-3.0	-18
- Cc1cc(C)cc(NC(=O)c2nnn(Cc3cc(C)ccc3C)c2N)c1
 : 35	-3	8	1%	10	8	0.1	2.1	32
- CCNC(=O)c1c(O)c2cccc3c2n(c1=O)CC3
 : -14	14	-13	7%	2	1	0.6	2.4	4
- N#CC1=C(N)N(c2ccc(Oc3ccccc3)cc2)C(=O)C1
 : -20	1	1	3%	-9	-6	0.5	-0.5	14
- COc1ccccc1NC(=O)c1cnc2n(c1=O)CCS2
 : -12	29	1	4%	26	-13	0.5	1.0	-16
- COc1ccccc1-c1noc(-c2ccccc2C(=O)Nc2ccccc2)n1
 : 19	14	-2	3%	4	-6	-0.1	0.9	-23
- O=C(Cn1cc(C(=O)c2ccco2)c2ccccc21)NC1CCCC1
 : -8	-7	-1	9%	-1	-2	-0.6	-2.9	8
- COc1ccc(C(C)=O)cc1COC(=O)c1ccc2c(c1)OCO2
 : 23	11	-78	7%	7	3	-0.6	-2.0	2
- CCOC(=O)c1ccc(NC(=O)N2CCN(Cc3cccc(F)c3)CC2)cc1
 : -14	18	-2	2%	20	-8	-0.8	-3.0	17
- CCOc1ccc(-c2nnc(NC(=O)c3ccc(OCC(C)C)c(OC)c3)o2)cc1
 : 1	8	0	7%[fluoresces]	24	-3	1.2	0.5	100*
- CN1C(=O)c2ccc(C(=O)NC3CCCCC3)cc2C1=O
 : -11	6	5	2%	-8	-3	-0.5	-3.9	-27
- CCN1CCN(C(=O)CSCc2nc(-c3ccc(OC)c(OC)c3)oc2C)CC1
 : -4	1	-18	4%	0	-3	1.0	-0.9	-7
- Cc1sc(NC(=O)CSc2nnc(-c3ccccc3)o2)c(C#N)c1C
 : 6	7	4	6%	4	1	0.1	0.2	7

# Screens from PubChem BioAssay.
